S100A4 inh HTS = inhibitors of S100A4-myosin IIA peptide binding, primary screen, biochemical, fluorescence polarization, TAMRA-MyoIIA peptide. Protein S100-A4 (Homo sapiens), P26447. actives 0.14% (n = 360,000). inhibition, % at 10.7 µM;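 active = mean inhibition of at least 70% across replicates, with every replicate also reaching that level; inconclusive = mean inhibition reaches 70% but some replicates fall short; inactive = mean inhibition below 70%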
Target sequence (P26447 whole entry, looked up): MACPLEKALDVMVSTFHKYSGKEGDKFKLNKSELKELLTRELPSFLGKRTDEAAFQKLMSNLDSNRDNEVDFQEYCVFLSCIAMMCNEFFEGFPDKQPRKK
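incubation = readout 5 min after mixing, signal stable up to 60 min | system = S100A4 monomer protein | buffer or medium = HEPES pH 7.2 with CaCl2, KCl, NaCl, DTT, Triton | benchmarks = neutral control DMSO, positive control TFP | also added = fluorescent myosin IIA peptide, 5 nM | compound dosing = one concentration per compound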
RAD52 anneal inh = RAD52 DNA annealing inhibitors, primary screen, biochemical, FRET, single point, set 2; inhibition, % at 18.7 µM; DNA repair protein RAD52 homolog (Homo sapiens), P43351; AID 651710, 2012; recombinant RAD52 DNA annealing, FRET fluorescence; actives 0.46% (n = 360,000);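 active = every replicate showing at least 50% inhibition; inconclusive = mean inhibition at least 50% but not in every replicate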
Target sequence (P43351 whole entry, looked up): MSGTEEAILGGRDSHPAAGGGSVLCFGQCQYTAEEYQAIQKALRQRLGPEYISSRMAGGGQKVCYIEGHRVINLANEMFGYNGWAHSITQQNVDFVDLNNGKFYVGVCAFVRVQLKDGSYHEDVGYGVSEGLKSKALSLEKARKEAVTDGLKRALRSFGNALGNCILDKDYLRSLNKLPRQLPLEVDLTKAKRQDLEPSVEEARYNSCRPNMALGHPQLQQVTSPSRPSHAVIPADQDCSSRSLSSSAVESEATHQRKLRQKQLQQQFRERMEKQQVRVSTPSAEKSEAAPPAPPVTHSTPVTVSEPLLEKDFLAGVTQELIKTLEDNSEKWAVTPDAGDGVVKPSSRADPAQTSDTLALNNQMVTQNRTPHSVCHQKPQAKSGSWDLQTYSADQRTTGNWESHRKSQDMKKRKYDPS
RAD54 inh = inhibitors of human RAD54 branch migration, primary screen, biochemical, fluorescence, single point. DNA repair and recombination protein RAD54-like (Homo sapiens), Q92698. AID 602329, 2012. RAD54 Holliday junction branch migration, FAM/BHQ fluorescence. actives 0.14% (n = 360,000). inhibition, % at 10.4 µM;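 active = mean normalized replicate activity at least 40 and at least half of replicates scoring 40 or more; inconclusive = only one of the two criteria met; inactive = mean below 40 and under half of replicates reaching 40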;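 note: 0% = median of neutral control wells and 100% = median of positive control wells; inhibitors cause a drop in the FAM fluorescence signal; in these data hits start at about 50%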
FN deposition inh = inhibitors of fibronectin matrix deposition, primary screen, AH1F cells, Alexa488-fibronectin fluorescence, plate reader | inhibition, % at 12.6 µM | actives 0.086% (n = 350,000) | AH1F fibroblasts, overnight | AID 743247, 2014;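 active = mean inhibition across replicates of 30% or more, regardless of how many single replicates reach that level; inconclusive = mean under 30% yet at least half of replicates reach 30%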;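 note: positive control wells lacked labelled fibronectin entirely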
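material = AH1F fibroblast monolayer depositing Alexa488-labelled fibronectin into matrix | amount = 10000 AH1F cells/well | buffer or medium = DMEM plus 2% serum, read in PBS | incubation = 1 h cell adhesion before compound, then overnight fibronectin incubation | detection = fluorescence at 485 nm excitation, 525 nm emission | evaluation = percent inhibition as loss of matrix-bound fibronectin fluorescence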
esBAF inh = Bmi1 luciferase reporter increase in mESCs, primary screen, esBAF inhibitor project, mouse ES cells, Bmi1 luciferase knock-in, single point. actives 2% (n = 350,000). 24 h; 100% = twice the neutral-well signal. AID 602393, 2012. reporter increase, % at 12.5 µM; in the data active = activation above about 40%; inconclusive = no clear call, values can overlap the other calls;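 note: 0% = median of the plate's neutral control wells and 100% = double that signal; a rise in the Bmi1 reporter signal indicates esBAF inhibition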
XiGFP reactiv = activators of inactive X chromosome reactivation, primary screen, imaging, XiGFP fibroblasts, GFP high-content imaging, set 2 | XiGFP mouse fibroblasts, % GFP-positive cells imaging, 3 d; cells co-treated with 5-aza-dC sensitizer; scaled so ellipticine positive control = 100% | activation, % at 7.58 µM | actives 0.055% (n = 360,000) | AID 743238, 2013;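 active = mean normalized replicate activation at least 10% and every replicate at or above 10%; inconclusive = only one of the two criteria met; inactive = mean below 10% and not all replicates reach 10%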;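 note: 0% = median of on-plate neutral control wells and 100% = ellipticine 6 µM median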
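System: 68-5-11 XiGFP fibroblast line | Buffer or medium: DMEM containing 5-aza-dC | Compound: Single point | Times: Compounds 3 days, fix/stain 15 min at room temperature | Benchmarks: Positive control ellipticine, 6 µM final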
E-sel inducer = E-selectin induction in HUVECs, primary screen, imaging, HUVEC, immunofluorescence imaging, single point; actives 0.37% (n = 260,000); activation, % at 7.58 µM; normalized: neutral wells 0, TNF-alpha wells 100; P16581;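 active = mean E-selectin-positive cell signal at least 10% of the positive control, reached in at least 60% of replicates, without over 20% cell loss; inconclusive = no rule given, readout overlaps actives, possibly toxicity-flagged; inactive = the rest, including those meeting only one limit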;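 note: in these data hits start at about 27%; measured in HUVEC primary endothelial cells; signal is the percent of cells scored E-selectin positive by PE staining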
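material = human umbilical vein endothelial cells (HUVEC), E-selectin induction | quantity = 3,000 cells/well | medium = EGM-2 growth medium on 0.1% gelatin-coated wells | technique = immunofluorescence imaging | read-out basis = % PE-positive cells | control set = TNF-alpha positive control, DMSO neutral control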
EWS-Fli inh = EWS/Fli-driven NR0B1 reporter inhibitors, primary screen, A673 cells, NR0B1 luciferase, luminescence, MLPCN library; actives 0.67% (n = 350,000); inhibition, % at 12.6 µM; viability-normalised;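 active = mean inhibition of at least 50% after viability correction, with every replicate also passing that limit; inconclusive = mean reaches 50% but only one of two replicates passes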;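 note: firefly luciferase signal divided by Alamar Blue viability fluorescence both relative to DMSO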
* hit, by the source's call; ? = inconclusive; / = no result given.

SMILES	S100A4 inh HTS	RAD52 anneal inh	RAD54 inh	FN deposition inh	esBAF inh	XiGFP reactiv	E-sel inducer	EWS-Fli inh
COc1cccc(-n2nnc3c(=O)n(CC(=O)NC4CCCC4)cnc32)c1	0.0	1.8	10.2	/	-13.7	/	/	4.5
C[C@@H]1CN([C@@H](C)CO)C(=O)c2cc(-c3ccccc3F)cnc2O[C@H]1CN(C)Cc1ccccc1	21.2	16.5	-2.6	12.8	-7.4	-0.9	0.1	-10.6
Cc1noc(C)c1S(=O)(=O)Nc1ccc2c(c1)C(=O)N([C@@H](C)CO)C[C@H](C)[C@H](CN(C)C(=O)CCCN(C)C)OCCCC[C@@H](C)O2	/	/	0.8	/	5.0	0.0	0.0	-14.3
C[C@@H]1CN([C@@H](C)CO)S(=O)(=O)c2ccc(C#CCN(C)C)cc2O[C@@H]1CN(C)Cc1ccc2c(c1)OCO2	3.7	-5.4	0.6	2.8	-12.7	-0.6	0.0	18.0
O=C(CNC(=O)/C(=C\c1ccc(Br)cc1)NC(=O)c1ccccc1)OCc1ccccc1	/	/	4.3	1.4	/	0.0	-0.9	/
COc1cc2c(cc1OC)-c1cc(Nc3ccc(N(C)C)cc3)nc(=O)n1CC2	4.2	2.2	/	11.3	/	0.0	/	-0.6
COc1ccccc1-c1cn(CC[C@H]2CC[C@@H](NC(=O)C3CCCC3)[C@@H](CO)O2)nn1	4.5	-5.3	/	-1.6	/	0.0	0.0	57.5*
c1ccc(C2Oc3ccccc3C3CC(c4cccs4)=NN32)cc1 (stereo unspecified)	-8.8	-40.2	-3.8	6.0	85.5*	-0.1	/	-23.5
COc1ccc(-c2noc(CCCCC(=O)N3CCN(c4cc(C)ccc4C)CC3)n2)cc1	-0.2	-14.1	-0.2	-4.7	-74.2	0.0	/	44.2
COc1ccc(-n2c(=S)[nH]c3cc(C(=O)Nc4cc(C(N)=O)ccc4OC)ccc3c2=O)c(OC)c1	1.5	-26.8	-7.9	4.8	0.3	0.0	0.5	-9.3
C[C@@H]1CN([C@H](C)CO)C(=O)c2ccccc2-c2ccccc2CO[C@H]1CN(C)C(=O)c1ccc(F)cc1	/	/	/	2.8	-0.6	-0.4	-0.3	-3.6
CCOC(=O)c1c(NC(=O)COc2ncnc3ccccc23)sc(C)c1C	-4.8	-13.3	/	-7.4	/	0.4	/	10.4
CC(C)C1C(=O)N(Cc2cn(Cc3ccco3)nn2)CCS(=O)(=O)N1Cc1ccc(-c2ccncc2)cc1 (stereo unspecified)	-6.3	-18.8	-7.8	8.5	-3.3	0.1	-0.1	1.5
O=C(CCN1C(=O)COc2ccccc21)N1CCN(c2ccccc2)CC1	18.0	-4.4	/	1.3	/	0.2	-1.6	-1.5
Cc1nnc(SCC(=O)Nc2cccc(N)c2)n1-c1ccccc1	0.0	-31.5	2.2	3.9	-4.6	-0.1	0.0	5.2
C/C=C/c1ccc([C@H]2[C@H]3CN(S(=O)(=O)c4ccccc4)CC(=O)N3[C@H]2CO)cc1	-0.7	-21.1	/	-0.6	/	0.0	0.2	1.4
COc1ccccc1C1CC(c2ccccc2)=NN1S(=O)(=O)c1ccccc1 (stereo unspecified)	-4.9	-9.1	7.1	-5.0	0.0	0.3	2.8	7.0
CS(=O)(=O)c1ccc(Cl)c(NC(=O)CSc2nnc(-c3cccs3)n2N)c1	-1.2	5.3	1.8	1.6	-4.6	0.1	/	-5.9
COCCN(C(=O)c1csnn1)C(C(=O)NC1CCCC1)c1ccccc1 (stereo unspecified)	-26.8	-6.7	-0.4	4.1	-4.5	0.3	1.2	2.6
COc1cccc(CNC(=O)c2cc(S(=O)(=O)N3CCCCC3)c[nH]2)c1	1.3	-19.5	-5.9	16.9	-1.3	0.2	0.1	7.6
S=C(NCc1ccco1)Nc1ccccc1	-1.8	-1.7	/	-6.8	/	0.0	/	-1.5
C=CC(=O)N(CCC)C(c1ccccc1)c1ccccc1OC (stereo unspecified)	3.6	-16.2	-11.6	2.3	-3.8	-0.1	0.0	5.9
COc1ccc2[nH]c(C(=O)Nc3ccc(F)cc3Br)cc2c1	-4.3	-10.5	5.4	5.6	/	0.2	0.7	-3.0
C/C(Nc1ccccc1C(F)(F)F)=C1/CCOC1=O	0.7	-16.2	/	10.0	/	0.0	-0.1	7.4
COc1cccc(CNC(=O)CSc2nnc3c(n2)[nH]c2ccc(C)cc23)c1	-3.6	-11.6	2.1	-0.3	-0.3	0.1	/	-4.3
O=C1CCCC(=O)N1c1ccc(F)cc1	2.8	-7.4	-7.2	2.5	-0.9	-0.1	0.0	10.6
CCN1CCN(C(=O)c2ccc3c(c2)N(Cc2ccccc2F)C(=O)c2ccccc2S3(=O)=O)CC1	-1.2	0.1	-10.2	0.9	-5.2	0.2	/	12.8
CO[C@@H]1CC[C@@H]2CCOc3c(C#N)cccc3C(=O)N(C)[C@H](C)C(=O)N(C)C[C@@H]1O2	3.9	15.8	-1.8	6.7	0.6	0.0	0.2	10.6
Cc1nc(N(C)C)c2sc(=S)n(-c3ccccc3)c2n1	3.7	-8.3	-1.6	-1.7	-4.5	0.2	0.2	-1.3
O=C(c1ccsc1)N1CCN(C(=O)c2cccs2)CC1	-0.8	-9.2	-6.6	/	-0.1	/	/	/
CCCNC(=O)C1(C)CCCN(Cc2cc3ccccc3o2)C1 (stereo unspecified)	-3.1	-4.7	4.1	-5.7	2.8	0.3	1.2	4.2
O=C(Nc1cc([N+](=O)[O-])ccc1F)C1CCN(S(=O)(=O)c2cccs2)CC1	3.9	-7.1	7.8	3.0	-4.2	0.0	-0.1	13.7
CN(C)C(=O)C[C@H]1CC[C@@H]2[C@H](COc3ccc(NC(=O)C4CCC4)cc3C(=O)N2C)O1	2.9	-9.1	/	-6.7	/	0.0	0.0	-5.4
COc1ccc(CN(C)C[C@@H]2OCCCC[C@@H](C)Oc3ccc(NC(=O)Nc4ccc(C(F)(F)F)cc4)cc3C(=O)N([C@@H](C)CO)C[C@@H]2C)cc1	9.5	49.1	12.3	/	-3.5	0.0	/	69.7*
CC(C)(C)NC(=O)CN(Cc1ccc2c(c1)OCO2)C(=O)CNS(=O)(=O)c1ccccc1	6.1	-9.0	1.5	2.5	5.3	0.0	/	0.1
O=C(CCN1CCCCC1)NCC[C@H]1CC[C@@H](NS(=O)(=O)c2cccc(F)c2)[C@H](CO)O1	-2.7	1.8	1.6	6.1	-2.9	-0.6	-0.2	9.4
CN(C)C(CNC(=O)c1cc2ccccc2o1)c1ccccc1 (stereo unspecified)	1.9	-12.6	-2.3	-2.0	7.2	-0.1	0.1	-6.7
COC(=O)c1ccc([C@@H](O)[C@H](C)C(=O)CC(=O)OC(C)(C)C)cc1	-3.1	-10.6	1.5	-10.8	5.4	0.1	/	-5.2
O=C1NC(=S)N/C1=C/c1ccc(Oc2ccc(C(F)(F)F)cc2[N+](=O)[O-])c(Cl)c1	-5.9	-14.0	/	2.8	/	0.8	/	-1.3
Cc1ccc(N2CCN(C(CCc3ccccc3)C(=O)Nc3c(C)cccc3C)CC2)cc1 (stereo unspecified)	0.8	-1.6	/	-2.4	/	0.0	-0.1	-1.9
CCc1ccc(OCC(=O)Nc2ccc(N3CCN(S(C)(=O)=O)CC3)cc2)cc1	-0.8	-12.9	/	-4.4	/	0.5	/	2.8
C[C@@H]1CN([C@@H](C)CO)S(=O)(=O)c2ccc(-c3cncnc3)cc2O[C@H]1CN(C)C	3.0	-7.2	5.4	/	0.6	0.0	0.0	1.7
O=C(NCCN1CCN(c2ccccc2)CC1)C1CCN(S(=O)(=O)c2cccc3nsnc23)CC1	6.1	-2.1	/	/	/	0.1	/	0.5
CN(C)C(=O)Cn1c(=O)n(S(=O)(=O)c2ccccc2)c2ccccc21	-4.8	1.3	-0.6	4.8	1.8	-0.1	0.0	-1.6
CNC[C@H]1Oc2ccc(N)cc2C(=O)N([C@@H](C)CO)C[C@@H]1C	10.6	7.3	2.4	4.9	-8.3	-1.1	0.1	-7.1
Cc1noc(C)c1S(=O)(=O)N(C)C[C@@H]1OCCCC[C@H](C)Oc2ccc(NC(=O)Nc3cccc4ccccc34)cc2C(=O)N([C@H](C)CO)C[C@H]1C	-13.0	-64.9	1.4	/	3.4	-1.1	7.4	-2.5
CO[C@@H]1CN(C)C(=O)c2cc(NC(=O)Nc3ccc(F)cc3)ccc2OC[C@H](C)NC[C@H]1C	4.9	-2.6	3.4	0.0	-0.4	0.5	-0.2	-5.3
CC(=O)N[C@H]1CC[C@@H](CCNC(=O)C2CC2)O[C@@H]1CO	-28.9	-12.1	4.2	-6.4	-4.9	0.7	-0.5	-2.6
O=C(Nc1ccc(Cl)cc1)NN1CCCCCC1	-2.0	4.3	-15.5	/	?	2.1	-1.5	-26.5
c1ccc(-c2nnc(-c3ccncc3)nc2-c2ccccc2)cc1	-13.8	-1.4	/	3.3	/	0.2	/	-1.1
NS(=O)(=O)c1ccc(Nc2nc3ccccc3nc2NS(=O)(=O)c2cccc([N+](=O)[O-])c2)cc1	-2.6	-12.5	/	-5.8	/	0.0	/	1.3
C[C@H]1CN([C@@H](C)CO)S(=O)(=O)c2ccc(C#Cc3ccc(F)cc3)cc2O[C@H]1CN(C)CC1CC1	0.0	21.2	-21.3	7.5	-9.2	-1.1	0.2	22.6

Arranged by number of heavy atoms (smallest number first): some entries from above.
SMILES	S100A4 inh HTS	RAD52 anneal inh	RAD54 inh	FN deposition inh	esBAF inh	XiGFP reactiv	E-sel inducer	EWS-Fli inh
CNC[C@H]1Oc2ccc(N)cc2C(=O)N([C@@H](C)CO)C[C@@H]1C	10.6	7.3	2.4	4.9	-8.3	-1.1	0.1	-7.1
CO[C@@H]1CN(C)C(=O)c2cc(NC(=O)Nc3ccc(F)cc3)ccc2OC[C@H](C)NC[C@H]1C	4.9	-2.6	3.4	0.0	-0.4	0.5	-0.2	-5.3
C[C@H]1CN([C@@H](C)CO)S(=O)(=O)c2ccc(C#Cc3ccc(F)cc3)cc2O[C@H]1CN(C)CC1CC1	0.0	21.2	-21.3	7.5	-9.2	-1.1	0.2	22.6
Cc1noc(C)c1S(=O)(=O)N(C)C[C@@H]1OCCCC[C@H](C)Oc2ccc(NC(=O)Nc3cccc4ccccc34)cc2C(=O)N([C@H](C)CO)C[C@H]1C	-13.0	-64.9	1.4	/	3.4	-1.1	7.4	-2.5

Assay outcomes: PubChem BioAssay, Broad Institute
